MITF TRPM1 inh: reduces MITF-dependent TRPM1 promoter luciferase signal | hit rate 0.83% among 330,000 | SK-MEL-5 TRPM1 promoter luciferase, 24 h | inhibition, % at 12.5 µM;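 active = mean inhibition across replicates of 60% or more, whatever share of single replicates reaches that level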; note: values of inactives mirror those of a sister screen read the other way
KKLEB cytotox: reduces viability of KKLEB cystic fibrosis airway cells. KKLEB CF airway cells viability, ATPlite luminescence, overnight; stronger effect = lower value; cells stimulated with P. aeruginosa culture filtrate. activity change (cytotoxicity), % at 5 µM. hit rate 0.36% among 360,000. AID 602141;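 active = corrected activity change at or below -50% at 5 µM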
C8 TRAIL sens: caspase-8 TRAIL sensitization. NB7+C8 cells + TRAIL, ATPlite viability luminescence. inhibition (viability loss, TRAIL sensitization), % at 10 µM. hit rate 1% among 360,000;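 active = compounds causing at least 50% loss of cell viability in the single-dose screen, relative to plate controls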
Shn3 3UTR inh: Schnurri-3 reporter inhibition in Clone20 osteoblasts; Clone20 osteoblast Shn3 3'UTR firefly luciferase, 24 h; inhibition, % at 12.5 µM; hit rate 0.52% among 360,000;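 active = mean inhibition of at least 75% with every replicate also reaching 75%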;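 note: 0% = median of neutral control wells and 100% = pilot-screen positive control compound; some compounds past the cut are filed as inactive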
Peg3 promoter: Peg3 promoter activity inhibition. HeLa PEG-Prom luciferase reporter, luminescence, overnight. inhibition, % at 20 µM. hit rate 1.7% among 360,000;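 active = inhibition of at least 50% at 20 µM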
NR2E3 ag-1: NR2E3 (human) agonism; GST-NR2E3/biotin-RetCOR TR-FRET, 1536-well; AID 2300; inhibition of corepressor binding, % at 4.78 µM; Q9Y5X4; hit rate 0.12% among 320,000;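 active = percent inhibition above the cutoff of mean plus 3 SD of all tested compounds, set per screening campaign, cut at about 20% in these data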;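 note: 0% = DMSO wells and 100% = biotin wells as full block of FRET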
Target sequence (Q9Y5X4 whole entry, looked up): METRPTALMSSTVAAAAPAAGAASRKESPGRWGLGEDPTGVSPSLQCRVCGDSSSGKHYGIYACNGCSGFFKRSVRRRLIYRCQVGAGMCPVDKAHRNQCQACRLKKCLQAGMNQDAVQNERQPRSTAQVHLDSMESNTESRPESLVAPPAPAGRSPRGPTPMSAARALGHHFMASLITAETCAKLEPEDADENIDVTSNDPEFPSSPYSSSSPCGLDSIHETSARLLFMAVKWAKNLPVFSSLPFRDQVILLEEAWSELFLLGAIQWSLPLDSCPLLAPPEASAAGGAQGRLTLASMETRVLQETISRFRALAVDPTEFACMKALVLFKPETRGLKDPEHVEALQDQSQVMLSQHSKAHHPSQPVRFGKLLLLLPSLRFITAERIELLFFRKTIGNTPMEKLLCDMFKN
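Assay system: NR2E3–RetCOR corepressor complex. Quantity: 1.35 nM GST-NR2E3. Buffer or medium: pH 7.5 Tris-based buffer. Reagent: biotinylated RetCOR corepressor at 7 nM final. Schedule: 5 h at 4 °C. Detection: TR-FRET, emission read at 617 and 671 nm. Replicates: one well per compound, singlicate testing.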
TROY NFkB inh: TROY signaling inhibition | hit rate 0.98% among 360,000 | Q293 LMP1-TROYcd NF-kB luciferase reporter, 4 h | inhibition, % at 10 µM;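 active = compounds whose plate-normalised and pattern-corrected inhibition of the luciferase reporter signal at the single screening dose is 50% or more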
HIF-2a inh: inhibitors of HIF-2a; 786-0 RCC cells HIF-2a reporter, luciferase luminescence, overnight; inhibition, % at 18.8 µM; hit rate 0.72% among 360,000;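 active = inhibition of the luminescence signal of 40% or more relative to plate controls, in a single-dose primary screen at 18.75 µM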
CF NFkB inh: cystic fibrosis NF-kB activation inhibition | KKLEB NF-kB-GFP reporter, PAF-induced, GFP fluorescence overnight | inhibition, % at 5 µM | hit rate 0.86% among 360,000;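 active = at least 50% inhibition at 5 µM, scaled per plate between neutral and stimulator controls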;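 note: PAF is a Pseudomonas aeruginosa culture filtrate used as stimulus; plate controls were PAF-stimulated DMSO wells for no effect and unstimulated DMSO wells for full effect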
TWEAK Fn14 block: TWEAK-Fn14 signaling inhibition; TWEAK-stimulated Fn14 reporter cells, luciferase luminescence, 8 h; inhibition, % at 10 µM; hit rate 2% among 360,000; AID 1159606; in the data active = inhibition above about 50%
NR2E3 ag-2: agonists of human NR2E3 nuclear receptor; Q9Y5X4; CHO-S Gal4-NCOR/VP16-NR2E3 two-hybrid, luciferase; inhibition of corepressor binding, % at 3.98 µM; hit rate 0.35% among 360,000; AID 602229;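 active = inhibition above the mean of all tested compounds plus 3 SD, cut at about 70% in these data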;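 note: 0% = DMSO with NR2E3 transfected cells and 100% = cells lacking NR2E3 construct; higher means lower luciferase signal from less NR2E3 corepressor binding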
Numbers without * were called inactive; · = not tested or not shown. The list is partial. The share of hits here may be higher or lower than overall.

1. Cn1c(=O)oc2cc(S(=O)(=O)NC3CCCCCCC3)ccc21
2. CCOC(=O)C(NC(=O)NCc1cccc(C(F)(F)F)c1)(OCC)C(F)(F)F (stereo not drawn)
3. COc1cc(NC(=O)c2ccc(N3CCCC3=O)cc2)cc(OC)c1
4. O=C(NCC(=O)N(CC1CCCO1)C1(C(=O)NC2CCCCC2)CCCCC1)c1ccccc1 (stereo not drawn)
5. Cc1cccc(NC(=O)C23CCC(C)(/C(=N/O)C2)C3(C)C)c1 (stereo not drawn)
6. Cc1cccc(C)c1N(CC(=O)NCc1ccc(F)cc1)C(=O)c1csnn1
7. O=S(=O)(c1ccc(Br)cc1)N1CCN=C1SCc1cccnc1
8. COc1ccccc1C(N)=S

Assay by compound,1,2,3,4,5,6,7,8
Peg3 promoter,5,7,-147,11,16,16,11,3
Shn3 3UTR inh,10,2,-73,4,2,4,19,-48
KKLEB cytotox,4,8,-18,0,8,8,6,13
TWEAK Fn14 block,-14,24,-31,-6,-16,9,-10,-3
CF NFkB inh,-20,-15,27,2,0,-11,8,4
HIF-2a inh,9,20,-215,18,14,12,0,10
MITF TRPM1 inh,0,1,-63,6,4,-5,7,2
NR2E3 ag-2,19,15,-55,-19,-28,10,-12,-1
TROY NFkB inh,-25,-2,-55,10,-12,10,-19,17
NR2E3 ag-1,-2,4,·,0,-4,0,-2,1
C8 TRAIL sens,-10,-3,17,2,-4,-1,2,-16

Along the list, as entered above:
TWEAK Fn14 block for entries 1 to 8 → -14, 24, -31, -6, -16, 9, -10, -3

The list goes on.
9. COc1ccc(C(CNC(=O)c2cccc(N(C)C)c2)N2CCCC2)cc1 (stereo not drawn)
10. O=C1CSc2ccc(S(=O)(=O)NCc3ccc(F)cc3)cc2N1
11. O=C(/C=C/c1cccc(Cl)c1)NCc1ccncc1
12. C=CCN1C2CCCC1CC(NC(=O)Nc1cccc(C(C)=O)c1)C2 (stereo not drawn)
13. O=C(COC(=O)C1CCN(S(=O)(=O)c2cccs2)CC1)Nc1ccccc1
14. COc1ccc(C2=CC(=O)OC3(CCCCC3)O2)cc1
15. CC(=O)Nc1ccc(S(=O)(=O)N2CCN(CCc3ccccc3)CC2)cc1
16. O=C(O)C12CC3CC(C1)CC(n1ncc(N4CCN(c5ccccc5)CC4)c(Cl)c1=O)(C3)C2

Assay by compound,9,10,11,12,13,14,15,16
Peg3 promoter,-9,11,20,4,-2,3,20,9
Shn3 3UTR inh,-9,6,-28,5,8,-8,-6,4
KKLEB cytotox,-28,-1,11,5,2,-25,0,13
TWEAK Fn14 block,-10,-2,-11,-11,-9,17,4,9
CF NFkB inh,-6,5,4,5,-19,12,2,8
HIF-2a inh,-8,-1,7,20,4,-3,20,15
MITF TRPM1 inh,-3,5,-10,5,5,0,1,-1
NR2E3 ag-2,5,-12,12,10,-9,-24,4,-17
TROY NFkB inh,-40,4,-6,10,-5,-18,13,19
NR2E3 ag-1,-4,5,0,0,0,-1,-2,0
C8 TRAIL sens,13,-13,5,4,0,-8,2,-12

4 of the compounds above, as a markdown table:
| cpd | SMILES | Peg3 promoter | Shn3 3UTR inh | KKLEB cytotox | TWEAK Fn14 block | CF NFkB inh | HIF-2a inh | MITF TRPM1 inh | NR2E3 ag-2 | TROY NFkB inh | NR2E3 ag-1 | C8 TRAIL sens |
| --- | --- | --- | --- | --- | --- | --- | --- | --- | --- | --- | --- | --- |
| 16 | O=C(O)C12CC3CC(C1)CC(n1ncc(N4CCN(c5ccccc5)CC4)c(Cl)c1=O)(C3)C2 | 9 | 4 | 13 | 9 | 8 | 15 | -1 | -17 | 19 | 0 | -12 |
| 6 | Cc1cccc(C)c1N(CC(=O)NCc1ccc(F)cc1)C(=O)c1csnn1 | 16 | 4 | 8 | 9 | -11 | 12 | -5 | 10 | 10 | 0 | -1 |
| 11 | O=C(/C=C/c1cccc(Cl)c1)NCc1ccncc1 | 20 | -28 | 11 | -11 | 4 | 7 | -10 | 12 | -6 | 0 | 5 |
| 12 | C=CCN1C2CCCC1CC(NC(=O)Nc1cccc(C(C)=O)c1)C2 (stereo not drawn) | 4 | 5 | 5 | -11 | 5 | 20 | 5 | 10 | 10 | 0 | 4 |

Following part
17. O=S(=O)(c1ccccc1)c1nc(-c2ccccc2)oc1N1CCCC1
18. COc1cc(CCC(=O)OCC(=O)Nc2ccc3c(c2)OCO3)cc(OC)c1OC
19. CCOC(=O)c1c(C)nc2c3ccccc3ccn12
20. O=C(NCc1ccc2c(c1)OCO2)c1ccc(Br)o1
21. CN(CC(=O)Nc1ccc(F)c(F)c1F)C(=O)Cn1cnc2c1c(=O)n(C)c(=O)n2C
22. O=C(Nc1nnc(-c2ccccc2)o1)c1nc2ccccc2s1
23. O=C1CN(C(=O)CSc2nc3c(cnn3-c3ccccc3)c(=O)[nH]2)c2ccccc2N1
24. Cc1cccc(NC(=O)C(C)OC(=O)CNC(=O)C2CCCCC2)c1 (stereo not drawn)

Assay by compound,17,18,19,20,21,22,23,24
Peg3 promoter,-7,-4,-297,-9,7,-33,-4,2
Shn3 3UTR inh,1,-1,-60,-13,-10,-11,16,4
KKLEB cytotox,-3,1,-4,-10,-8,1,2,-7
TWEAK Fn14 block,3,-15,12,-14,0,-23,2,3
CF NFkB inh,-8,-3,-14,8,-13,-19,-4,-6
HIF-2a inh,10,-9,-242,-16,13,-57,22,5
MITF TRPM1 inh,-9,-6,-65,-5,-3,-1,13,·
NR2E3 ag-2,8,-43,-134,-40,4,9,-14,-12
TROY NFkB inh,9,-16,-88,-4,-14,-63,7,-13
NR2E3 ag-1,5,10,-5,0,4,2,0,·
C8 TRAIL sens,-11,3,50*,11,0,-10,-20,-16

25. CC1CCN(C(=O)CSc2nc3ccccc3c(=O)[nH]2)CC1
26. O=C1C2C3CCCC3=C3CCCC3C2C(=O)N1c1ccc(F)cc1 (stereo not drawn)
27. O=c1[nH]c(CN2CCN(S(=O)(=O)c3ccc4ccccc4c3)CC2)nc2ccccc12
28. NC(=O)C1CCN(CC(=O)Nc2ccccn2)CC1
29. Cc1ccc(N2CC(NC(=O)N3CCN(C(=O)c4ccco4)CC3)CC2=O)cc1 (stereo not drawn)
30. Nc1c(Cl)cc2c(c1Oc1ccccc1)C(=O)c1ccccc1C2=O
31. CCN(CC)C(=O)CSc1ncccc1-c1nc2ccccc2[nH]1
32. C[C@H]1CN([C@@H](C)CO)C(=O)CCCn2nncc2CO[C@@H]1CN(C)Cc1ccc(C(=O)O)cc1

Assay by compound,25,26,27,28,29,30,31,32
Peg3 promoter,-20,6,11,10,11,-186,-13,-8
Shn3 3UTR inh,-1,-3,3,3,-6,9,8,-12
KKLEB cytotox,9,-2,-14,6,18,-7,-15,10
TWEAK Fn14 block,9,4,-3,-14,-4,-32,-12,8
CF NFkB inh,-3,-6,-7,2,-18,-129,6,-5
HIF-2a inh,-25,13,17,6,12,-240,-14,7
MITF TRPM1 inh,3,10,4,2,-1,-30,10,·
NR2E3 ag-2,-31,-49,18,10,-7,-14,-7,-23
TROY NFkB inh,-16,-6,11,0,8,-96,-30,4
NR2E3 ag-1,-5,1,3,-2,-2,-1,-1,·
C8 TRAIL sens,1,7,3,16,1,6,1,-6

33. N/C(=N\OC(=O)c1ccc(=O)n(Cc2ccc(Cl)cc2)c1)c1ccccn1
34. CC1=CC(C)(C)N(C(=O)CCl)c2ccccc21
35. Cc1ccccc1NCc1ccc([N+](=O)[O-])s1
36. CC(C)Oc1ccc(CNC(=O)Oc2ccccc2)cc1
37. CC(=O)Nc1nnc(SCC(=O)Nc2ccc(N3CCOCC3)c(Cl)c2)s1
38. CSCCC(NC(=O)c1ccccc1Cl)C(=O)NNC(=O)c1csc(N2CCOCC2)n1 (stereo not drawn)
39. COc1ccc(NC(=O)C2CCCCN2N)cc1OCC(C)C (stereo not drawn)
40. O=C(O)CCC(=O)N1CCN(c2nc(-c3ccccc3Cl)c3cc(Br)ccc3n2)CC1

Assay by compound,33,34,35,36,37,38,39,40
Peg3 promoter,12,13,9,-280,-20,4,-3,-11
Shn3 3UTR inh,-6,-4,-3,9,-5,-9,-2,-3
KKLEB cytotox,-16,13,-11,-6,3,4,-4,1
TWEAK Fn14 block,-2,21,-4,5,-10,-5,1,16
CF NFkB inh,-2,-38,-22,3,7,-16,-6,-1
HIF-2a inh,8,12,-19,-234,-10,6,-33,13
MITF TRPM1 inh,12,15,-6,-89,-4,4,-12,13
NR2E3 ag-2,-17,-20,-18,5,-3,-18,-2,-12
TROY NFkB inh,-12,6,-22,-4,13,32,0,-24
NR2E3 ag-1,-1,-2,0,·,0,1,-1,24*
C8 TRAIL sens,-19,11,-8,0,-1,3,4,2

41. COc1ccc(C)cc1-n1nnnc1SCC(=O)NC1CC1
42. Cn1c(=O)oc2cc(S(=O)(=O)Nc3ccc(C(=O)O)cc3)ccc21
43. COC(=O)COc1cccc(NS(=O)(=O)c2cccc([N+](=O)[O-])c2)c1
44. CCCc1c(O)nc(SCC(=O)NCCc2ccc(OC)c(OC)c2)[nH]c1=O
45. Cc1cc(=O)[nH]c(N/N=C/c2c[nH]c3ccccc23)n1
46. CC(C)(C)C(=O)N1CCC2CC1c1cc(Cl)ccc12 (stereo not drawn)
47. COc1cc(C)ccc1OCc1cc(C(=O)NC2CCOCC2)no1

Assay by compound,41,42,43,44,45,46,47
Peg3 promoter,4,6,3,17,-36,6,-173
Shn3 3UTR inh,-2,-9,-17,-40,-2,7,-57
KKLEB cytotox,6,19,10,14,13,6,1
TWEAK Fn14 block,16,18,11,-11,10,4,-14
CF NFkB inh,-20,-38,2,-13,-13,-8,5
HIF-2a inh,9,23,18,4,-62,5,-183
MITF TRPM1 inh,9,·,1,2,-7,3,·
NR2E3 ag-2,28,-40,-1,-10,-19,-8,-60
TROY NFkB inh,-13,2,11,-3,6,-6,-42
NR2E3 ag-1,3,·,0,1,-5,·,·
C8 TRAIL sens,4,-20,-7,2,12,-6,-3

High-throughput results deposited in PubChem BioAssay by several laboratories.
